# SV40 large T antigen – SV40 large T antigen inhibitors, biochemical (AID 1903) | SV40 large T antigen ATPase/helicase inhibition assay; higher % means a stronger effect | inhibition, % at 20 µM, or IC50 in µM where a hit was titrated | actives 0.39% (n = 310,000); in the data active = a potency from the dose series; inconclusive = inhibition mostly from about 32% at the one dose, without a potency; inactive = the rest, 99 in 100 with inhibition below about 32%; note: strong numbers were not always called active
# TNAP activators – stimulation of alkaline phosphatase TNAP activity – biochemical, luminescent, no phosphate acceptor, uHTS, primary screen (AID 1001); purified TNAP, luminescent activation assay, no phosphate acceptor; higher activation fold means a stronger effect; activation fold at 20 µM; hits with a dose series show EC50 in µM; actives 0.03% (n = 200,000); in the data active = activation fold from about 3, or a potency from the dose series; inactive = the rest, 99 in 100 with activation fold below about 1.6; note: many of its hits are not listed in these tables
# T cell HTS – T cell immune modulators affecting CD8 T cell-vesicle binding; 2C CD8+ T cell-vesicle binding, flow cytometry; hits give low values; calls only at 7 µM; actives 0.068% (n = 330,000);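 active = response, share of CD8 T cells binding vesicles, and their 90th percentile fluorescence all below set limits, cut at about 80% in these data, passing the limit was not always enough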
#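 Assay system – 2C mouse CD8+ T cells · Also added – QL9-loaded Drosophila micro-vesicles · Timing – Cell–vesicle co-incubation 1.5 h at 37 °C, staining 20 min on ice · Signal – flow cytometry of vesicle-bound cells · Measure – percent CD8+ FL2 mean versus row control · Controls – Peptide-free naked vesicles (low) and QL9 vesicles with 0.7% DMSO vehicle (high)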
# NTR1 ag – agonists of NTR1, primary screen, imaging, U2OS cells, beta-arrestin-GFP, high content (AID 493036) | activation, % at 20 µM | NTR1-U2OS beta-arrestin-GFP spot imaging, agonist mode | actives 0.17% (n = 330,000);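 active = activation at or above 40% of the spot to cytoplasm intensity ratio, with at least 20 cells analyzed; inconclusive = wells under 20 cells, flagged as cytotoxic or low count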;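 note: 0% = DMSO without peptide and 100% = 100 nM NTR1 peptide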
# Target sequence (P30989 whole entry, looked up): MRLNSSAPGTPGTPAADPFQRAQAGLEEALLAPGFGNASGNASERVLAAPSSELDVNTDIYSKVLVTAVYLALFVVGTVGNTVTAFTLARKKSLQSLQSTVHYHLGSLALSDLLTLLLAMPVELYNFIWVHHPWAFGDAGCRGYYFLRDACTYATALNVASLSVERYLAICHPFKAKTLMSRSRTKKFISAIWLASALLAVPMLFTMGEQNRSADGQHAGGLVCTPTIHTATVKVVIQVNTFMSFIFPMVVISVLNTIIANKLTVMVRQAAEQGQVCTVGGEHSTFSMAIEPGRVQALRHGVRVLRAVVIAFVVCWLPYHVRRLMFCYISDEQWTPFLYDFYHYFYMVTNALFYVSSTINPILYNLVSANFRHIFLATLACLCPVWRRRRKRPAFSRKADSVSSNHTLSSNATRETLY
# RSV antiviral HEp-2 – inhibition of RSV-induced cytopathic effect – HEp-2 cells, primary 10 µM value included (AID 2391) | HEp-2 cells, RSV-induced CPE inhibition; higher % means a stronger effect | one-dose CPE inhibition, % at 10 µM; IC50 in µM for titrated hits | actives 0.13% (n = 310,000); in the data active = a potency from the dose series; inconclusive = CPE inhibition mostly from about 23% at the one dose, without a potency; inactive = the rest, 99 in 100 with CPE inhibition below about 21%; note: strong numbers were not always called active
# Rac1 GTP hydrolysis – MgcRacGAP GTPase-activating activity inhibitors, confirmation, biochemical, ADP Hunter fluorescence | MgcRacGAP-stimulated Rac1 GTP hydrolysis, ADP Hunter fluorescence; higher % means a stronger effect; GST-tagged Rac1 F28L mutant substrate | actives 0.6% (n = 340,000) | inhibition, % at 30 µM; hits with a dose series show IC50 in µM;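 active = first-screen hits whose inhibition reached a set limit at any dose in the follow-up dose series; inconclusive = inhibition above the set first-screen limit but never retested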;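 note: fluorescence reports GDP produced by GAP-driven GTP hydrolysis; strong numbers were not always called active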
# PhoP inhibition – inhibitors of PhoP regulon expression, primary screen, Salmonella Typhimurium, GFP reporter (AID 1863); inhibition, % at 50 µM, or IC50 in µM where a hit was titrated; S. Typhimurium PhoP-regulated promoter GFP reporter, 4 h; higher % means a stronger effect; actives 0.16% (n = 300,000);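 active = inhibition over 29.93%, a cutoff 3 SD above the screen mean, later confirmed by dose response; inconclusive = inhibition over 29.93% but no dose response follow-up; inactive = inhibition at most 29.93% or unconfirmed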;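 note: 0% = low Mg2+ inducing control and 100% = high Mg2+ repressing control; strong numbers were not always called active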
# Myeloid diff 2 – compounds promoting myeloid differentiation; actives 1% (n = 360,000); ER-HoxA9 myeloid progenitors, lysozyme-GFP differentiation, flow cytometry; calls only at 10 µM;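 active = normalized GFP-positive differentiation at or above the plate's own cutoff, the solvent-only control mean plus 3 SD; inconclusive = no clear call, values can overlap the other calls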;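 note: cells exposed to compound for four days before flow analysis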
# K1F lysis inhibition – inhibition of K1F phage lysis, E. coli UTI89, bacterial capsule biogenesis inhibitors, alamar blue (AID 488966); E. coli UTI89 K1F phage lysis, alamar blue, 2 h; higher % means a stronger effect; one-dose inhibition, % at 100 µM; IC50 in µM for titrated hits; actives 0.02% (n = 340,000);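 active = phage lysis inhibition, versus mean bacterial control, above a set limit; inconclusive = no clear call, values can overlap the other calls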;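 note: capsule biogenesis inhibitors block K1F phage lysis so surviving cells raise fluorescence; higher fluorescence means more inhibition of phage lysis; actives were called in the ten point dose series up to 300 µM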
# T cell HTS vesicle-bound % – further read-out of T cell HTS, marked with its call; double positive events, %; measured here: CD8+ vesicle-bound cell fraction;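 binding gate set so that unloaded-vesicle control wells show 10% double positive cells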
# NTR1 ag cell count 20 µM – further read-out of NTR1 ag, marked with its call; cell count; measured here: cell count, cytotoxicity flag
# Myeloid diff 2 GFP+ MAC1+ % – further read-out of Myeloid diff 2, marked with its call; GFP+ MAC1+ double positive, %; measured here: differentiation confirmed by MAC1 staining
# * = called active by the depositor; i = inactive; ? = inconclusive; . = no result given; [ ] = remark or other dose.
SMILES,SV40 large T antigen,TNAP activators,T cell HTS,T cell HTS vesicle-bound %,NTR1 ag,NTR1 ag cell count 20 µM,RSV antiviral HEp-2,Rac1 GTP hydrolysis,PhoP inhibition,Myeloid diff 2,Myeloid diff 2 GFP+ MAC1+ %,K1F lysis inhibition
CCCC1(c2ccccc2)NC(=O)N(CC(=O)Nc2cc(C)ccc2OC)C1=O (stereo not given),7%,.,i,19,0.7,44,2.1%,2%,-2%,i,1.1,0.0%
CC(=O)NC(CCS(C)(=O)=O)C(=O)Nc1cccc2ccccc12 (stereo not given),8%,1,i,26,-0.3,61,2.7%,0%,9%,i,1.0,-0.7%
COc1ccc(N(CC(C)C)S(=O)(=O)c2nnc(NC(=O)c3ccco3)s2)cc1,3%,.,i,54,-0.6,59,11%,7%,3%,i,0.0,0.1%
CC(C)(C)NC(=O)C[C@H]1C[C@H](C(=O)N2CCOCC2)[C@@]2(CCC3CCCC3)c3[nH]c4ccc(Cl)cc4c3CCN2C1=O,.,.,.,.,6.7,66,.,4%,.,i,1.2,0.3%
O=C(N/N=C/c1ccoc1)c1ccccc1O,8%,.,i,63,-0.6,73,1.0%,5%,10%,i,0.9,0.0%
CS(=O)(=O)N(CC(=O)N1CCOCC1)c1ccc(Cl)cc1,2%,.,i,52,1.6,62,-0.4%,8%,-1%,i,0.5,0.2%
CCCN(CCC)CC(O)COc1ccc2c(c1)OCO2 (stereo not given),8%,0.9,i,38,0.1,49,2.6%,5%,-1%,i,0.2,-0.3%
CCC(c1nnnn1C1CCCCC1)N1CCN(C(=O)c2ccco2)CC1 (stereo not given),4%,.,i,35,-1.3,44,-0.3%,2%,9%,i,0.6,0.0%
COc1ccc(/C=C(/C#N)C(=O)Nc2cc(C)ccc2C)cc1C(=O)O,8%,1,i,28,0.3,47,1.3%,3%,-2%,i,1.0,0.1%
Cn1c(=O)[nH]c(=O)c2c1nc(N1CCCCCC1)n2CCSc1nc2ccccc2[nH]1,11%,1,i,39,2.7,42,0.1%,5%,15%,i,1.3,0.1%
CC(C)CC(NC(=O)/C(=C\c1ccco1)NC(=O)c1ccco1)C(=O)O (stereo not given),3%,.,i,47,1.9,51,1.7%,10%,10%,i,0.4,0.2%
CCCCC(=O)N(c1ccc(C)c(C)c1)C1C=CS(=O)(=O)C1 (stereo not given),0%,1.1,i,26,-1.3,46,0.2%,4%,8%,i,0.9,-0.1%
COc1ccc(/C=N/Nc2nnc(Cc3ccc(OC)c(OC)c3)c(=O)[nH]2)cc1,-38%,1.2,i,13,-0.2,41,-0.1%,7%,1%,i,0.4,2.4%
CCN1C(C)=C(C)S/C1=C1\SC(=S)N(NC(C)=O)C1=O,-4%,0.9,i,16,-1.2,40,-0.2%,-2%,6%,i,1.0,-0.1%
COc1ccc(/C=N/N=C(\N)c2nonc2N)cc1,9%,1.1,.,.,.,.,.,7%,-8%,i,0.5,-0.3%
O=C(Nc1nn(Cc2ccc(Cl)cc2)cc1Br)c1ccc(COc2ccccc2Cl)o1,-2%,1,i,10,1.7,49,1.7%,8%,-5%,i,1.3,0.1%
CCOc1ccccc1N1CCN(C(=O)c2ccccc2OCc2c(C)noc2C)CC1,.,.,i,26,-1.1,54,2.3%,6%,.,i,0.4,0.4%[50 µM]
Cc1ccc(C(=O)CC2SC(N)=NC2=O)cc1 (stereo not given),10%,1.1,i,13,-0.5,64,-0.7%,9%,-4%,i,0.8,1.0%
COc1ccc2nc(Nc3nc4ccc(NC(C)=O)cc4s3)sc2c1,0%,2.6,i,40,3.1,61,9.3%,5%,15%,i,0.5,1.3%
CCC(=O)N1CCN(c2ccc(NC(=O)c3cc4ccccc4o3)cc2Cl)CC1,5%,1,i,27,37,62,5.9%,12%,5%,i,0.5,1.4%
O=C1CCCN1CCC(=O)N1CCCC(N2CCN(c3ccccc3F)CC2)C1 (stereo not given),11%,.,i,36,0.9,49,1.2%,-3%,7%,i,0.9,0.0%
COc1ccc(NC(=O)c2cc3c(=O)n(C)c4ccccc4c3s2)cc1OC,16%,0.9,i,59,-0.5,91,3.2%,16%,5%,i,0.6,0.2%
CCCCc1nc(Cl)c(C#N)c2c1CCCC2,4%,1,i,61,0.8,92,9.2%,11%,5%,i,0.2,0.2%
NC(=O)c1cc(NC(=O)CCCc2nc3ccccc3s2)cc(C(N)=O)c1,9%,.,i,41,2.4,78,-1.5%,-18%,-6%,i,1.1,0.4%
CC(NC(=O)COC(=O)c1c[nH]c2ccccc12)c1ccccc1 (stereo not given),.,.,i,51,-0.3,51,.,3%,.,i,0.8,5.9%
COc1ccc(N2CCN(CCNC(=O)CCS(=O)(=O)c3cccc4nsnc34)CC2)cc1,26%,1.1,i,9,0.1,72,1.0%,.,-9%,.,.,.
COc1ccccc1Cn1c(=S)[nH]c2cc(C(=O)NCC(OC)OC)ccc2c1=O,9%,.,i,14,-0.5,87,?,5%,-4%,i,0.8,-0.9%[50 µM]
CSc1ccc(Cc2ccc(Cl)cc2Cl)nn1,7%,1,i,47,0.6,80,6.5%,10%,16%,i,0.7,0.0%
C=CCOc1c(CNc2ccc(S(N)(=O)=O)cc2)cccc1OC,-3%,1,i,26,0.5,54,5.7%,11%,7%,i,1.4,7.1%
Cc1ccc(C(=O)N/C(=C/c2cccs2)C(=O)N2CCCCCC2)cc1,-2%,1.1,i,35,0.9,47,1.8%,9%,-1%,i,4.4,0.0%
CCn1c(SCC(=O)Nc2cc(NC(C)=O)ccc2OC)nnc1-c1ccccn1,-3%,1.1,i,15,0.1,48,0.9%,0%,1%,i,1.3,2.5%
Cc1onc(-c2ccccc2Cl)c1C(=O)N1CCN(S(=O)(=O)c2ccc(F)c(F)c2)CC1,8%,.,i,14,-1.0,60,2.5%,5%,3%,i,0.7,1.2%[50 µM]
O=S(=O)(Cc1ccccc1)N1CCCC1,1%,1.1,i,36,-0.7,67,1.3%,3%,-1%,i,5.7,-0.9%
O=C(CSC1=NS(=O)(=O)c2ccccc2N1)Nc1ccccc1F,22%,.,i,44,0.7,54,-1.8%,4%,-9%,i,1.1,0.7%[50 µM]
COc1cc(SC)ccc1C(=O)Nc1ccc(Cl)cn1,8%,1.1,i,47,6.8,100,20%,8%,-6%,i,0.6,2.9%
COC(=O)CCCC1=CC2=C(c3ccccc3)C(=O)C(C)(OC(=O)C3CCCC3)C(=O)C2=CN1CCc1c[nH]c2ccccc12 (stereo not given),16%,.,i,39,3.9,51,1.7%,11%,0%,i,1.2,0.8%

# The closing four entries of the part before lead into the next:
SMILES,SV40 large T antigen,TNAP activators,T cell HTS,T cell HTS vesicle-bound %,NTR1 ag,NTR1 ag cell count 20 µM,RSV antiviral HEp-2,Rac1 GTP hydrolysis,PhoP inhibition,Myeloid diff 2,Myeloid diff 2 GFP+ MAC1+ %,K1F lysis inhibition
O=S(=O)(Cc1ccccc1)N1CCCC1,1%,1.1,i,36,-0.7,67,1.3%,3%,-1%,i,5.7,-0.9%
O=C(CSC1=NS(=O)(=O)c2ccccc2N1)Nc1ccccc1F,22%,.,i,44,0.7,54,-1.8%,4%,-9%,i,1.1,0.7%[50 µM]
COc1cc(SC)ccc1C(=O)Nc1ccc(Cl)cn1,8%,1.1,i,47,6.8,100,20%,8%,-6%,i,0.6,2.9%
COC(=O)CCCC1=CC2=C(c3ccccc3)C(=O)C(C)(OC(=O)C3CCCC3)C(=O)C2=CN1CCc1c[nH]c2ccccc12 (stereo not given),16%,.,i,39,3.9,51,1.7%,11%,0%,i,1.2,0.8%
O=C1COc2ccc(C(=O)/C=C/c3ccccc3)cc2N1,10%,1.1,i,45,8.1,69,5.4%,-3%,0%,i,7.7,-0.3%[50 µM]
CC(OC(=O)c1cc(=O)[nH]c2ccccc12)C(=O)c1ccccc1 (stereo not given),4%,1,i,26,0.6,38,0.8%,.,-4%,i,0.4,.
CCOC(=O)C1(Cc2ccc(OC)cc2)CCN(C(=O)c2ccoc2C)CC1,4%,1.1,i,16,0.0,52,1.7%,4%,-8%,i,0.5,-0.4%
COc1cc(Cl)c(C)cc1NC(=O)CSC,-2%,1,i,5,2.5,56,1.2%,7%,12%,i,1.1,0.3%
Cc1ccc(NC(=S)N2CCN(S(=O)(=O)c3ccc(F)cc3)CC2)cc1,2%,.,i,57,-0.5,74,-0.8%,6%,9%,i,0.6,1.1%[50 µM]
NS(=O)(=O)c1ccc(CNC(=O)/C=C/c2cccc(Cl)c2)cc1,0%,1,i,51,-0.2,51,1.5%,7%,2%,i,0.6,0.7%
CCC(=O)c1ccc(OCC(=O)OCC(=O)N2c3ccccc3NC(=O)C2(C)C)cc1,3%,.,i,11,2.6,56,-2.1%,0%,8%,i,1.1,1.1%[50 µM]
COc1cc(/C=N/NC(=O)c2cccnc2)cc2c1OCO2,18%,.,i,33,1.5,53,0.6%,8%,0%,i,0.4,0.8%[50 µM]
CCCS(=O)(=O)c1c(S(=O)(=O)CCC)c2c(C)cccn2c1C(=O)OC,5%,1,i,22,0.3,49,1.3%,5%,-4%,i,8.3,0.1%
COc1ccccc1OCc1ccc(C(=O)Nc2ccncc2)o1,3%,1.1,i,50,2.1,83,-2.4%,8%,-2%,i,5.0,6.9%
Cc1ccc(C)c(S(=O)(=O)N2CCN(C(=O)c3sccc3C)CC2)c1,13%,.,i,52,-0.1,53,1.3%,3%,4%,.,.,-1.5%
Cc1ccc(C(=O)NCc2ccc(N3CCN(C)CC3)cc2)cc1C,16%,.,i,17,-1.7,78,-1.7%,.,-6%,i,0.2,0.1%
CC(=O)c1ccc(NC(=O)c2cc3nc4c(c(C(F)(F)F)n3n2)CCCC4)cc1,-3%,1.1,.,.,-2.0,68,.,.,9%,.,.,.
COCC(=O)Nc1c(C(=O)Nc2cccc(OC)c2)oc2ccccc12,2%,1.1,i,40,3.3,54,0.7%,3%,1%,i,2.4,0.6%

# Screens deposited in PubChem BioAssay by several laboratories.

# This is a random part of the collection (roughly 2.3% active in at least one column).
